mIAP activ: activators of mouse IAP, primary screen, biochemical, luminescence, uHTS. muIAP, CDP-Star luminescence, 30 min; hits give high values; 1 = vehicle-only enzyme signal, 0 = enzyme-free wells. activation factor at 10 µM. hit rate 0.24% among 330,000;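 active means activation factor of at least 2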; further: the source names both 10 and 20 µM as test concentration; values of inactives mirror those of a sister screen read the other way
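Assay system: mouse IAP enzyme; reagent: chemiluminescent substrate CDP-Star; dosing: test compounds delivered from DMSO solution; schedule: 30 min at room temperature; measured by: luminescence from enzymatic CDP-Star hydrolysis; controls: DMSO-only wells and no-enzyme negative control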
hIAP block: human IAP inhibitors, primary screen, biochemical, luminescence, uHTS; hit rate 0.12% among 330,000; purified IAP, CDP-Star luminescence, 30 min; Intestinal-type alkaline phosphatase (Homo sapiens), P09923; inhibition, % at 10 µM;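 active means inhibition reaching a set limit with compound at 10 µM in the primary screen, cut at about 35% in these data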;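 further: plate controls were DMSO wells with enzyme for no effect and no-enzyme buffer wells for full effect; values of inactives mirror those of a sister screen read the other way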
Target sequence (P09923 whole entry, looked up): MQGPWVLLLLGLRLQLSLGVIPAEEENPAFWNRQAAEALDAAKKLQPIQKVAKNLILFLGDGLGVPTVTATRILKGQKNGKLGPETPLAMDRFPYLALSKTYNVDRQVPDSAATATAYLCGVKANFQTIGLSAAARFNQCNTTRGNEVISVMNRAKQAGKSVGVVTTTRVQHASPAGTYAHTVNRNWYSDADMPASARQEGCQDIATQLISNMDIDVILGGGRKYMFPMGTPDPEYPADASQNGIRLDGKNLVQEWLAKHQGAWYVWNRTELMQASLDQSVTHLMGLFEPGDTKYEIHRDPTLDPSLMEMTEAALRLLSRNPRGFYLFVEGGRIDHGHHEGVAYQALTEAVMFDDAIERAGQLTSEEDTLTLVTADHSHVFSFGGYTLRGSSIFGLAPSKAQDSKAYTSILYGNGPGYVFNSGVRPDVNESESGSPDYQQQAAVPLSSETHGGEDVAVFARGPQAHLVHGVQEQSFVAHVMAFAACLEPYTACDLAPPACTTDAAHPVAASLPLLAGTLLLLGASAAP
NLRP3 yeast inh: NALP3 inflammasome inhibitors in reconstituted yeast, primary screen, luminescence, uHTS; Yeast reconstituted NLRP3/ASC/caspase-1, beta-gal luminescence, 24 h; inhibition, % at 10 µM; hit rate 0.39% among 330,000; AID 2825, 2010;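 active means inhibition of 50% or more; inactive means inhibition below 50%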;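 further: plate controls were induced DMSO wells for no effect and uninduced yeast grown without galactose for full effect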
hIAP activ: human IAP activators, primary screen, biochemical, luminescence, uHTS; Intestinal-type alkaline phosphatase (Homo sapiens), P09923; purified human IAP, CDP-Star luminescence, 30 min; hits give high values; 1 = vehicle-only enzyme, 0 = enzyme-free background; activation factor at 10 µM; hit rate 0.16% among 330,000; AID 2524, 2010;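 active means activation factor of the enzyme at least 2-fold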; further: the source names both 10 and 20 µM as test concentration; values of inactives mirror those of a sister screen read the other way
A3A deaminase: APOBEC3A ssDNA deaminase inhibitors, primary screen, selectivity assay for APOBEC3G inhibitor project, biochemical, FAM/TAMRA oligo cleavage fluorescence; DNA dC->dU-editing enzyme APOBEC-3A (Homo sapiens), P31941; recombinant A3A, FAM/TAMRA ssDNA deamination fluorescence; inhibition, % at 20 µM; hit rate 0.41% among 330,000;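 active means at least 40% inhibition at 20 µM here, with at most 30% in a related deaminase screen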;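 further: plate controls were A3A with DMSO for no effect and wells lacking A3A enzyme for full effect; some results filed as inactive read as strong as hits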
Target sequence (P31941 whole entry, looked up): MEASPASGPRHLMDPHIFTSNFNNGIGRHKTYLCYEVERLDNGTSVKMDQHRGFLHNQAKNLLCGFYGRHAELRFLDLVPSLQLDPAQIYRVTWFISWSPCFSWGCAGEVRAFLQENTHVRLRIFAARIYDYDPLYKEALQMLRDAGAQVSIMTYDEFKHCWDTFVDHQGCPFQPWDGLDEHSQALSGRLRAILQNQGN
APOBEC3G inh: APOBEC3G DNA deaminase inhibitors, primary screen, biochemical, fluorescence, single-stranded DNA substrate, uHTS | hit rate 0.28% among 330,000 | recombinant A3G, ssDNA deamination FAM/TAMRA fluorescence | AID 493012, 2011 | inhibition, % at 20 µM | DNA dC->dU-editing enzyme APOBEC-3G (Homo sapiens), Q9HC16;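 active means inhibition of at least 40% at 20 µM, with no more than 30% in the related APOBEC3A deaminase screen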;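 further: plate controls were DMSO wells with A3G for no effect and wells lacking A3G enzyme for full effect; some compounds called inactive have numbers as strong as hits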
SENP1 FRET inh: human SENP1 catalytic domain inhibitors, primary screen, biochemical, FRET, uHTS. Sentrin-specific protease 1 (Homo sapiens), Q9P0U3. recombinant SENP1 catalytic domain, CyPet-SUMO1-YPet FRET cleavage. inhibition, % at 10 µM. hit rate 0.21% among 360,000. AID 624204, 2012;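 active means inhibition at least 30% at 10 µM, raw YFP signal under a set limit, fluorescence ratio 0.5 to 1.5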;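 further: 0% = enzyme with DMSO and 100% = no enzyme wells; some results filed as inactive read as strong as hits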
Target sequence (Q9P0U3 419-644 limits assumed): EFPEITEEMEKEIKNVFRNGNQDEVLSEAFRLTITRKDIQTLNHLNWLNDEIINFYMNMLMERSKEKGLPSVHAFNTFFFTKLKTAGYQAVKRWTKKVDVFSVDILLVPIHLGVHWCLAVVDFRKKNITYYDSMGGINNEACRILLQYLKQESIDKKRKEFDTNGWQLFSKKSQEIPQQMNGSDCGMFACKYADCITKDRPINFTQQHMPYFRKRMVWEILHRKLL
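Assay system: hSENP1 catalytic domain, recombinant. Amount: SENP1 enzyme, 20 pM final. Schedule: 50 min reaction, RT, dark. Technique: FRET, CFP and YFP emission. Control set: no-enzyme wells low, DMSO-plus-enzyme wells high control.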
mIAP inh: inhibitors of mouse IAP, primary screen, biochemical, luminescence, uHTS | inhibition, % at 10 µM | hit rate 0.2% among 330,000 | purified mouse IAP, CDP-Star luminescence, 30 min | AID 2806, 2010 | intestinal alkaline phosphatase [Mus musculus];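 active means inhibition of at least 40% at 10 µM in the primary screen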;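 further: plate controls were DMSO with enzyme for no effect and no enzyme wells for full effect; values of inactives mirror those of a sister screen read the other way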
beta cell repl: inducers of MIN6 beta-cell proliferation, primary screen, ATP luminescence, uHTS; AID 2380, 2010; MIN6 cells proliferation, ATPlite luminescence, 48 h; cells starved in 0.2% serum; 100% = growth in 10% serum; proliferation, % at 10 µM; hit rate 0.29% among 330,000;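 active means compounds whose signal lies at least 3.5 SD above the mean of all wells on their plate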;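 further: 0% = DMSO-treated cells in low-serum medium and 100% = 10% serum control; some compounds called inactive have numbers as strong as hits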
Numbers without * were called inactive; nt = not tested or not shown.

The opening 2 records (preview)
SMILES | mIAP activ | hIAP block | NLRP3 yeast inh | hIAP activ | A3A deaminase | APOBEC3G inh | SENP1 FRET inh | mIAP inh | beta cell repl
COc1ccc(CN(C(=O)CN2C(=O)NC3(CCC(C)CC3)C2=O)C(C)Cc2cccs2)cc1 (stereo not given) | 1 | -2 | 5 | 1 | 7 | -7 | -2 | -3 | -4
COC(=O)c1sc(-c2ccc(C(C)(C)C)cc2)cc1NC(=O)c1ccccc1C(=O)O | 0.93 | -8 | 14 | 1.1 | 2 | 1 | 1 | 8 | -4

Main list, from the first entry:
SMILES | mIAP activ | hIAP block | NLRP3 yeast inh | hIAP activ | A3A deaminase | APOBEC3G inh | SENP1 FRET inh | mIAP inh | beta cell repl
COc1ccc(CN(C(=O)CN2C(=O)NC3(CCC(C)CC3)C2=O)C(C)Cc2cccs2)cc1 (stereo not given) | 1 | -2 | 5 | 1 | 7 | -7 | -2 | -3 | -4
COC(=O)c1sc(-c2ccc(C(C)(C)C)cc2)cc1NC(=O)c1ccccc1C(=O)O | 0.93 | -8 | 14 | 1.1 | 2 | 1 | 1 | 8 | -4
C=CCN(C(=O)c1cccc(C(F)(F)F)c1)C1(C(=O)Nc2ccccc2)CCN(C(C)C)CC1 | 1.1 | -5 | 14 | 1 | 7 | 2 | -3 | -8 | -2
COC(=O)C1=C(C)C(c2ccc(OC)cc2OC)NC(=O)N1 (stereo not given) | 0.98 | -23 | 21 | 1.2 | -3 | -4 | -2 | 2 | -3
Cc1ccc(NC(=S)/C(=C(\[O-])c2ccc(C)c([N+](=O)[O-])c2)[n+]2ccccc2)cc1C | 0.86 | 7 | 10 | 0.93 | 0 | -4 | nt | 14 | -1
COc1ccccc1OCC(=O)Nc1ccc(C(N)=O)cc1 | 0.85 | -8 | 11 | 1.1 | -2 | -13 | 3 | 15 | -1
Cc1cc(NNC(=O)Nc2cccc(Cl)c2)nc2c1c(C)nn2C | 1.1 | 18 | 20 | 0.82 | -3 | -13 | nt | -9 | -4
CCOC(=O)CSc1ncccn1 | 1 | 11 | 7 | 0.89 | 1 | 0 | 0 | -3 | -2
Cc1cc(=O)oc2cc(OC(C)C(=O)N3CCOCC3)ccc12 (stereo not given) | 1 | -19 | 1 | 1.2 | -2 | -5 | 0 | 0 | 2
COc1cccc(NC(=O)C/C(C)=N/NC(=O)c2ccccc2Cl)c1 | 0.97 | 1 | 15 | 0.99 | 3 | 2 | -2 | 3 | -4
COC(=O)[C@]1(CC(C)C)N[C@H](c2ccc(SC3CCCCC3)c(OC)c2)[C@@H]2C(=O)N(C)C(=O)[C@@H]21 | 0.91 | 5 | 4 | 0.95 | -1 | -4 | -1 | 9 | -4
CC(=O)N1CCC(N(CCN2CCOCC2)C(=S)Nc2ccc(C)cc2C)CC1 | 1 | 3 | -8 | 0.97 | 0 | -5 | 4 | -1 | -4
N#CCCN1CCN(S(=O)(=O)c2ccc(C#N)cc2)CC1 | 0.98 | -10 | 2 | 1.1 | -1 | -9 | 3 | 2 | 0
c1ccc(-n2nnc3ccccc32)cc1 | 1.1 | 3 | 14 | 0.97 | 4 | -1 | -1 | -5 | -5
COc1cc(OC)cc(C(=O)Nc2ccccc2C(=O)N2CCCC2)c1 | 0.88 | -4 | 16 | 1 | -2 | -6 | 1 | 12 | 1
COCCCNC(=S)NC(=O)c1ccccc1 | 1.1 | -16 | -7 | 1.2 | -8 | -8 | -1 | -6 | 0
COc1ccc(CCNc2c([N+](=O)[O-])ncn2C)cc1OC | 1 | -8 | 6 | 1.1 | -4 | -8 | 0 | -4 | 1
O=C(CN1CCN(C(=O)C2CCCO2)CC1)Nc1cc(Cl)ccc1Cl (stereo not given) | 0.94 | -28 | 7 | 1.3 | 1 | 5 | -1 | 6 | 2
O=C(/C=C/c1ccc(OCCCF)cc1)NCc1cccc(Cl)c1 | 0.92 | 13 | 3 | 0.87 | -4 | -6 | 2 | 8 | 1
CN1CCN(C(=O)c2ccc3c(c2)N(Cc2cccc(Cl)c2)C(=O)c2ccccc2S3(=O)=O)CC1 | 1.1 | -6 | 9 | 1.1 | 4 | 13 | 2 | -8 | 0
NC(=O)CN1CCOCCOCCOCCOCCOCC1 | 0.99 | 10 | -4 | 0.9 | 0 | -1 | -1 | 1 | 1
C=CCn1c(=O)c2ccccc2n2c(SCC(=O)NCC)nnc12 | 0.97 | 3 | 17 | 0.97 | 1 | -4 | 0 | 3 | -2
CCOC(=O)N1CCC(NC(=O)CSCc2nc(-c3ccc(C)cc3)oc2C)CC1 | 0.99 | -5 | -5 | 1.1 | -6 | -5 | 1 | 1 | -3
CCNCc1ccc(OCc2cccs2)c(OCC)c1 | 0.95 | -15 | 11 | 1.2 | 3 | 2 | 1 | 5 | -3
CC1C2Cn3c(nc4ccccc43)C1N(C(C)C)O2 (stereo not given) | 0.97 | 1 | 6 | 0.99 | 1 | -2 | -2 | 3 | 0
CCOc1ccc(NC(=O)C2CCCN(S(=O)(=O)c3c(C)nn(C)c3C)C2)cc1 (stereo not given) | 1 | 1 | 0 | 0.99 | 1 | 0 | 0 | -4 | -5
Cc1ccc2cc3c(nc2c1)N(Cc1ccco1)CC3 | 0.92 | -7 | 27 | 1.1 | -4 | -6 | -15 | 8 | -1
COc1ccc(NC(=O)Cn2c3ccccc3c3nc4n(c(=O)c32)CCS4)cc1 | 1 | -10 | 3 | 1.1 | 2 | -14 | 0 | 0 | -3
O=C(CN1CCN(Cc2ccccc2)CC1)N/N=C/C=C/c1ccco1 | 0.93 | -8 | 14 | 1.1 | -2 | -7 | 2 | 7 | -1
COCCNC(=O)CN1c2ccccc2CC1C (stereo not given) | 0.96 | 0 | 9 | 1 | -2 | -1 | 0 | 4 | 1
CC(C)(Oc1ccc(-c2ccco2)cc1)C(=O)O | 0.92 | 2 | 3 | 0.98 | 17 | 12 | nt | 8 | -3
Cc1cccc(NC(=O)CSc2nccn2Cc2ccco2)c1 | 1 | -1 | 16 | 1 | -6 | -7 | -2 | -2 | 1
CCc1ccc(S(=O)(=O)NCCc2cn3ccccc3n2)s1 | 0.94 | -18 | 2 | 1.2 | 2 | -4 | 1 | 6 | -2
CC(NC(=O)CCNS(=O)(=O)c1ccccc1)c1ccccc1 (stereo not given) | 0.95 | -19 | 11 | 1.2 | -2 | -8 | -1 | 5 | -4
O=C(Nc1ccc2c(c1)OCCO2)C1CCCN(c2ncccn2)C1 (stereo not given) | 0.91 | 5 | 1 | 0.95 | -4 | -5 | 1 | 9 | -3
Cc1cc(OC(C)C(=O)N/N=C/CC(C)c2ccccc2)ccc1Cl (stereo not given) | 0.81 | 14 | 16 | 0.85 | 4 | 5 | 2 | 19 | 2
COc1ccccc1NS(=O)(=O)c1cccc(NC(=O)Nc2ccc(Cl)cc2)c1 | 2.1* | -4 | 15 | 1 | -3 | 1 | 0 | -113 | -6
Cc1cccc(NC(=O)CSc2nc3nc(C)cc(C)n3n2)c1 | 0.99 | 10 | 11 | 0.9 | 1 | -4 | 2 | 1 | 0
CCOC(=O)c1ccccc1NC(=O)Cc1ccc(S(=O)(=O)N2CCCC2)s1 | 0.97 | -5 | 16 | 1 | -6 | -10 | -5 | 3 | -2
COCC(C)N1CCC(n2nccc2NC(=O)c2ccccc2Cl)CC1 (stereo not given) | 1.1 | -14 | 9 | 1.1 | -2 | -6 | -2 | -6 | 3
CC(C)(C)C(C(=O)O)N1CCS(=O)(=O)CC1 (stereo not given) | 0.91 | 10 | 12 | 0.9 | -1 | -7 | 0 | 10 | -1
O=C(N/C=C/c1ccccc1)Nc1ccc(Cl)cc1 | 4* | 5 | 22 | 0.95 | -4 | -6 | 1 | -295 | -4
CCN1CCN(C(=S)Nc2ccsc2C(=O)OC)CC1 | 1.1 | -23 | 10 | 1.2 | 0 | -4 | 2 | -9 | -3
Nc1ccccc1C(=O)N1CCC(O)(c2ccc(Cl)cc2)CC1 | 1 | -11 | 12 | 1.1 | -1 | -8 | 0 | -5 | -2
O=C(Oc1c(-c2ccccc2)c(=O)n2c3c(cccc13)CC2)c1ccc(Cl)cc1 | 0.98 | 16 | 1 | 0.84 | 3 | 12 | 6 | 2 | -4
O=C(NC(=S)NNS(=O)(=O)c1ccc(Cl)cc1)c1cccnc1 | 0.94 | -30 | 3 | 1.3 | 0 | -5 | 0 | 6 | -1
CC(=O)N1c2c(cc(Br)cc2S(=O)(=O)N2CCN(C(=O)c3ccco3)CC2)CC1C (stereo not given) | 1 | -4 | -6 | 1 | 0 | -4 | -1 | -2 | -3
Cc1nc(NC(=O)C2CCCC2)sc1Cc1ccc2c(c1)OCO2 | 0.93 | -6 | 23 | 1.1 | -5 | -6 | 0 | 7 | -5
COc1cc(CNn2nnnc2N)ccc1OCC(=O)NC(C)(C)C | 1 | 3 | 2 | 0.97 | 0 | -11 | 2 | -3 | -2
Cc1cc2nc(C)n(CCCNC(=O)Nc3cccc4ccccc34)c2cc1C | 2.6* | -14 | -9 | 1.1 | 1 | 1 | 2 | -156 | -6
CCOc1ccc2c(c1)c(N=Nc1cccc(C(=O)O)c1)c(O)n2C | 1.1 | 12 | 12 | 0.88 | 5 | -1 | 3 | -7 | -1
O=C(Nc1cccc(NC(=O)c2ccccc2Cl)c1)c1ccco1 | 0.94 | 4 | 25 | 0.96 | -1 | -4 | 0 | 6 | -3
O=S(=O)(Nc1ccc(Cc2ccncc2)cc1)c1ccc(Cl)s1 | 0.92 | -3 | 12 | 1 | -4 | -10 | 0 | 8 | 0
Cc1ccc(C(=O)n2cnc3ccccc32)cc1C | 1 | -6 | 17 | 1.1 | -5 | -10 | 6 | 0 | -2
COC(=O)c1cc(NCc2c(F)cccc2Cl)ccc1N1CCOCC1 | 0.91 | -18 | 9 | 1.2 | 3 | 0 | -47 | 9 | 1
O=C(NC(C(=O)O)c1ccccc1)c1ccc(S(=O)(=O)N2CCOCC2)cc1 (stereo not given) | 1.1 | 7 | 2 | 0.93 | -2 | -2 | 3 | -6 | 1
COc1ccc(/C(O)=C/Sc2nnc(Cc3ccccc3)o2)cc1 | 0.96 | -13 | 2 | 1.1 | 0 | -1 | 1 | 4 | -3
CCc1nnc(NC(=O)CSc2nnc(-c3cc4ccccc4cc3O)n2CCOC)s1 | 1.1 | 2 | 4 | 0.98 | 0 | -4 | 3 | -6 | 0

Screening data deposited in PubChem BioAssay by Sanford-Burnham Center for Chemical Genomics.

Only part of the results is shown; rates above refer to the full screens.
